Compound activity: PubChem, Sanford-Burnham Center for Chemical Genomics
ER stress death: ER stress cell death inhibition. CSM14.1 thapsigargin ER stress survival, ATP luminescence. relative survival (cellular ATP), % at 15 µg/mL (by protocol). 0.33% of 48,000 active;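 active = survival measured by cellular ATP above 50% at 15 µg/ml in the first screen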;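 also: cell death triggered by about 15 µM thapsigargin; ATP read 24 h after thapsigargin was added; plate controls were thapsigargin with DMSO for no effect and DMSO without thapsigargin for full effect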
Active calls of the source: *. Only part of the results is shown, so the mix of outcomes need not match the whole.

SMILES	ER stress death
COc1ccc(COC(=O)C2=C(C)NC(=O)NC2c2cc(Cl)c(O)c(OC)c2)cc1 (stereo not drawn)	9.4
COC(=O)C1=C(C)N(C)C(C)=C(C(=O)OC)C1c1ccc(OCc2ccccc2)c(OC)c1	1.3
COc1ccc(C2C(C(C)=O)=C(O)C(=O)N2c2nc3ccccc3s2)c(OC)c1 (stereo not drawn)	3.2
COC(=O)c1ccccc1NC(=O)Cn1c(SC)nc2ccccc21	13.0
COc1cc(OC)c(NC(=O)c2ccccc2C)cc1Cl	-2.1
CCOC(=O)c1sc(NC(=O)/C=C/c2ccc(F)cc2)c(C(=O)OCC)c1C	8.8
CNC(=O)/C=C/c1ccc2c(c1)OCO2	-0.1
COc1cc(/C=C(\C#N)c2nc3ccc(C)cc3[nH]2)cc(OC)c1O	-2.2
COc1ccc(/C=N/Nc2ccccc2)cc1O	2.8
Nc1nonc1C(=O)N/N=C/c1cccc(Br)c1	-1.1
COc1ccc(NC(=O)c2cc3n(n2)C(C(F)(F)F)CC(c2ccc(F)cc2)N3)cc1OC (stereo not drawn)	-0.5
CCOC(=O)c1[nH]c(C)c(C(=O)O)c1C	3.0
COc1ccc(CN2CCN(C(=O)c3ccc(F)cc3)CC2)cc1Br	1.5
COc1ccc(/C=C2\C=C(c3ccc(Cl)cc3)OC2=O)c(C)c1	9.2
Cc1ccc(SCC(=O)Nc2cccc([N+](=O)[O-])c2)cc1	4.2
Cc1cccc(N2C(=O)c3ccc(-c4ccc5c(c4)C(=O)N(c4cccc(C)c4)C5=O)cc3C2=O)c1	4.2
N#C/C(=C(/O)CCCN1C(=O)c2ccccc2C1=O)c1nc2ccccc2[nH]1	0.0
CC1=C(C#N)c2nc(N)c(C#N)c(C)c2/C1=C\c1ccc(Cl)c(Cl)c1	5.0
CCN(CC)CCCN1C(=O)C(C)SC1c1ccccc1[N+](=O)[O-] (stereo not drawn)	4.6
O=C1/C(=C/c2cccc([N+](=O)[O-])c2)SC(=S)N1c1ccc(O)cc1	-5.0
CC(=O)Nc1ccc(S(=O)(=O)Nc2cccc(C(=O)Nc3cccc(Cl)c3)c2)cc1	1.9
O=C(NCCN1CCOCC1)c1cc(Cl)ccc1Cl	7.2
O=C1/C(=C/c2ccc(Br)c([N+](=O)[O-])c2)SC(=S)N1Cc1ccccc1	8.0
O=C(Nc1ccc(Br)cc1F)c1cc(-c2ccccc2)nc2ccccc12	8.9
CCC(=O)Nc1c(C)ccc2nsnc12	-0.8
O=C(NN1C(=O)/C(=C/c2c(Cl)cccc2Cl)SC1=S)c1ccccc1O	8.2
O=C(Nc1cccc(O)c1)c1ccc(Cl)cc1	-1.6
CN1CCN(C(=S)NC(=O)/C=C/c2ccc(Br)cc2)CC1	7.8
O=C(N/N=C/c1cc(Cl)cc(Br)c1O)c1ccccc1[N+](=O)[O-]	10.9
COc1cccc(C(=O)/C=C/c2ccc(F)cc2)c1	-5.3

(next part)
SMILES	ER stress death
O=C(NC(=S)Nc1ncc(Br)cc1Br)c1cccs1	6.2
CC1(C)NC(=O)N(CC(O)CN(c2ccccc2)c2ccccc2)C1=O (stereo not drawn)	-2.6
CC1=C(C(=O)Nc2cccc(C)c2)C(c2ccc(Br)cc2)NC(=O)N1 (stereo not drawn)	2.8
Cc1cc(/C=C2\C(=O)NC(=S)N(c3cccc(Cl)c3)C2=O)c(C)n1C	-4.1
c1ccc2c(N3CCOCC3)nc(-c3ccncc3)nc2c1	11.9
Cc1c(C(=O)Nc2ccc3c(c2)OCCO3)cccc1[N+](=O)[O-]	-1.8
CC(=O)N/N=C/c1cc(C)n(-c2cc(Cl)ccc2Cl)c1C	-2.0
Cc1cccc(C(=O)N2CCc3ccccc32)c1	8.3
Cc1ccc(Cl)cc1NC(=O)C1CCCCC1C(=O)O (stereo not drawn)	-2.5
COc1cc(/C=N\Nc2nnc(C)c(=O)[nH]2)cc(Br)c1O	-2.4
COC(=O)C1=C(C)N(c2ccc(OC)cc2)C(C)=C(C(=O)OC)C1c1ccc(OC)cc1	-4.1
COc1ccc(/C=C2/C(C)=C(C#N)c3nc(N)c(C#N)c(C)c32)cc1OC	-5.3
Cn1ccnc1Sc1nc(Nc2ccccc2)nc(Nc2ccccc2)n1	19.7
Cc1cc(OCC(=O)Nc2ccc(Cl)cc2C)ccc1Br	2.2
O=C1C=C(c2c(O)ccc3ccccc23)c2ccccc2C1=O	-11.0
Cc1cccc(NC(=O)c2cc(-c3cccs3)nc3ccccc23)c1	5.9
CCOC(=O)c1ccc(NC(=O)CN(c2ccc(OC)cc2)S(=O)(=O)c2ccc(C)cc2)cc1	10.3
CCCCOc1ccc(C(=O)O/N=C(/c2ccncc2)c2ccc([N+](=O)[O-])cc2)cc1	8.5
CCOC(=O)C1(C)C=C(Nc2ccc(OC)cc2)C(=O)N1c1ccc(OC)cc1 (stereo not drawn)	10.0
O=S(=O)(c1ccc(Br)cc1)N1CCN(c2cccc(Cl)c2)CC1	9.9
CCC(C)NC(=O)CN(c1ccccc1)S(=O)(=O)c1ccccc1[N+](=O)[O-] (stereo not drawn)	-1.0
CN(CCO)C1=NS(=O)(=O)c2cc([N+](=O)[O-])ccc21	13.6
C#CCOc1ccc2c3c(c(=O)oc2c1)CCC3	7.7
O=C(NC(=S)Nc1ccc(Cl)c(-c2nc3ccccc3o2)c1)c1ccco1	5.9
COc1ccc(CC(=O)Nc2sc3c(c2C(=O)Nc2ccccc2Cl)CCCCC3)cc1	6.0
Cc1cc(C=C2C(=O)c3ccccc3C2=O)c(-c2ccccc2)n1-c1ccccc1	16.4
CCCOC(=O)c1c(-c2ccc(Br)cc2)csc1N	5.1
CC1=C(C(=O)OCC(C)C)C(c2ccc(Br)cc2)NC(=O)N1 (stereo not drawn)	0.3
CCOC(=O)c1ccccc1NC(=O)c1ccc(Cl)cc1Cl	-8.7
Cc1cc(OCC(=O)Nc2cc(Cl)cc(Cl)c2)ccc1Cl	6.3

Shown field by field: two of the compounds above.
CCCOC(=O)c1c(-c2ccc(Br)cc2)csc1N
  ER stress death: 5.1
CC1=C(C(=O)OCC(C)C)C(c2ccc(Br)cc2)NC(=O)N1 (stereo not drawn)
  ER stress death: 0.3

(cont.)
SMILES	ER stress death
COc1ccc2c(c1)c1c3n2CCN(C(=S)Nc2ccccc2)C3CCC1 (stereo not drawn)	0.8
Cc1ccc(NC(=O)c2ccccc2NC(=O)Cc2cccs2)cc1C	6.5
O=c1[nH]c(=S)n(-c2ccc(Cl)cc2)c(O)c1/C=C1\C=Nc2ccccc21	4.9
COc1ccc(/C=C/C(=O)c2ccc3c(c2)OCCO3)c(OC)c1	4.9
Cc1ccc(-c2ccccc2)n1-c1cccc(C(=O)O)c1	3.9
Cn1c(=O)cc2c3c(c(N4CCCC4)ccc31)C(=O)c1ccccc1-2	11.4
Cc1ccc(/C=N/Nc2nn[nH]n2)c2nsnc12	9.2
COc1ccc(-c2nc(-c3cc(OC)c(OC)cc3OC)[nH]c2-c2ccc(OC)cc2)cc1	116.5*
CC(C)(C)c1ccc(OCC(=O)Nc2ccc(F)cc2)cc1	7.0
O=C(/C=C/c1cccc([N+](=O)[O-])c1)Nc1ccc(I)cc1Cl	-0.7
COc1ccc(CC(=O)Nc2ccc(O)c(-c3nc4cc(Cl)ccc4o3)c2)cc1OC	3.2
O=C(Nc1ccc2[nH]c(=O)[nH]c2c1)c1cccnc1	5.9
CN(C)c1ccc(NC(=O)c2ccccc2F)cc1	-1.8
CN(NC1CC(=O)N(c2cccc(Cl)c2)C1=O)c1ccccc1 (stereo not drawn)	6.0
c1ccc(C2=Nc3ccccc3NC(c3ccccc3)C2)cc1 (stereo not drawn)	2.0
C/C(=N\NC(=O)c1ccc(C)cc1)c1ccc(Cl)cc1	9.0
CC1(C)CCCC2=C1CC1C(=O)NC(=O)C1C2 (stereo not drawn)	-2.4
CC1CCCCN1C(=O)Nc1ccccc1 (stereo not drawn)	4.7
COc1ccc(OC)c(C2NC(=O)NC(C)=C2C(=O)OCc2ccc3c(c2)OCO3)c1 (stereo not drawn)	6.0
O=C1N=C(N2CCCC2)S/C1=C\c1ccc(O)cc1	3.4
COc1cccc2cc(-c3csc(Nc4ccccc4C)n3)c(=O)oc12	1.8
O=C(NCCc1ccc(F)cc1)C1CC(=O)N(c2ccccc2)C1 (stereo not drawn)	9.3
CC1=NNC(=O)C1CC(=O)N/N=C/c1ccc(O)cc1 (stereo not drawn)	2.6
CC(C(=O)NCc1ccccc1)N1C(=O)c2ccccc2C1=O (stereo not drawn)	-1.6
CCc1nn2c(N)c(/C=C3\C=C(Br)C=CC3=O)c(=O)nc2s1	2.4
Cc1ccc(/C=C2/SC(=S)N(C(C)C(=O)O)C2=O)cc1 (stereo not drawn)	6.0
O=C1OC(c2ccc(Br)cc2)=C/C1=C/c1ccc2c(c1)OCO2	6.9
O=C(Nc1ccc(N2C(=O)C3C4c5ccccc5C(c5ccccc54)C3C2=O)cc1Cl)c1ccc(Cl)cc1Cl (stereo not drawn)	4.6
Cc1cc(C)c(NC(=O)c2c(-c3ccccc3)noc2C)c(C)c1	-0.8
COc1ccc(N=Cc2c(O)c3ccccc3n2C(C)=O)cc1	-3.8

Later entries:
SMILES	ER stress death
O=C(CSc1nc2ccccc2o1)Nc1ccc2c(c1)OCO2	2.5
COc1cc(/C=C2\C(=O)N(c3ccc(S(N)(=O)=O)cc3)N=C2C)ccc1O	-6.5
COc1ccc(C(=O)Nc2ccc3c(c2)OCCO3)cc1OC	5.8
CCCC(CCC)=C(C#N)C(=O)OCC	-3.5
CC(C)(C)c1cc(/C=N/O)c(C(C)(C)C)s1	1.4
COc1cc(C(=O)Nc2ccc(Oc3ccc(NC(=O)c4cc(OC)c(OC)c(OC)c4)cc3)cc2)cc(OC)c1OC	6.9
O=C(Nc1ccc(N2CCCCC2)c(Cl)c1)c1cccc2ccccc12	-2.5
Cc1ccc(OCC(=O)Nc2ccccc2-c2ccccc2)c(Br)c1	2.2
O=C(O)CN1C(=O)/C(=C\c2ccc(-c3ccccc3Cl)o2)SC1=S	-5.7
COc1ccc(C2C(C#N)=C(N)OC3=C2C(=O)CC(C)(C)C3)c2ccccc12 (stereo not drawn)	11.1
CCC(=O)Nc1c(-c2ccccc2)nc2ccc(C)cn12	2.4
Cc1cc(C)cc(OCCCN2CCN(C)CC2)c1	-5.1
Cc1cc(C)c2oc(-c3ccc(NC(=O)c4cccc([N+](=O)[O-])c4C)cc3)nc2c1	-0.9
N#CC1=C(SCC(=O)Nc2ccc(Cl)cc2)NC(=O)CC1c1ccccc1Cl (stereo not drawn)	1.7
Cc1cccc(OC(=O)c2cccc([N+](=O)[O-])c2)c1	13.3
CCCOc1ccc(/C=C2\C(=O)N(c3ccc(S(N)(=O)=O)cc3)N=C2C)cc1OC	1.9
O=C(Nc1nc2ccc(Br)cc2s1)c1cccs1	-6.4
CCOC(=O)c1cccc(NC(=O)C(C)Oc2ccc(Cl)cc2C)c1 (stereo not drawn)	10.6
COc1ccc(COC(=O)C2=C(C)NC3=C(C(=O)CC(C)(C)C3)C2c2ccc(F)c(F)c2)cc1 (stereo not drawn)	11.2
O=C(Nc1ccc(Cl)c(C(F)(F)F)c1)c1ccc(Br)cc1	-2.2
Cc1cc2nc(-c3cc(NC(=O)Cc4ccccc4)ccc3Cl)oc2cc1C	-3.1
COc1ccc(/C=C2\SC(N3CCCC3)=NC2=O)c(OC)c1	7.4
O=c1[nH]c(=O)n(-c2cccc(Cl)c2)c(O)c1C=NCc1ccc(F)cc1	0.7
O=[N+]([O-])c1cc(N=Cc2ccc(Br)s2)ccc1Cl	-1.6
CN(C)CCC(=O)c1ccc2c(c1)OCO2	-12.3
COc1ccccc1N1CCN(/N=C/c2ccc(C(F)(F)F)cc2)CC1	0.9
CCN(CC)S(=O)(=O)c1ccc2c(c1)OCCO2	4.2
COC(=O)c1ccc(/C=C2/C(=O)NC(=O)N(c3cccc(C)c3)C2=O)cc1	14.5
O=C(NN1C(=O)S/C(=C\c2ccc(Cl)cc2Cl)C1=S)c1ccccc1O	1.0
CC(C)NC(=O)c1ccc(I)cc1	6.7

Other entries:
SMILES	ER stress death
Cc1cc(C)c2oc(-c3ccc(NS(=O)(=O)c4ccccc4)cc3)nc2c1	-4.4
CCCOc1ccc(N/C=C/C(=O)c2ccc(Br)cc2)cc1	7.9
Cc1cccc(-n2c(C)cc(/C=N/NC(=O)c3cccnc3)c2C)c1	0.3
COc1cc(/C=C2/C(=O)NN(c3ccc(C)c(C)c3)C2=O)cc(I)c1O	-0.2
CCC(C)OC(=O)c1cccc(-c2ccc(OC(C)=O)cc2)c1 (stereo not drawn)	1.7
CCC(=O)c1ccc(N2CCN(CCC#N)CC2)c(F)c1	-2.9
Cc1cc(N2C(=O)NC(=O)/C(=C\C=C\c3ccco3)C2=O)ccc1Br	2.3
CC(C)C1C(C#N)(C#N)C(C#N)=C(N)C1(C)[N+](=O)[O-] (stereo not drawn)	8.6
CCOc1ccc(/C=C/C(=O)c2ccc(Br)cc2)cc1	1.6
O=c1cnn(Cc2ccccc2)c(=O)n1Cc1ccccc1	-0.4
Cn1cnc2c1c(=O)n(Cc1ccccc1F)c(=O)n2C	14.9
O=C1/C(=C/C=C/c2ccccc2)SC(=S)N1C1CCS(=O)(=O)C1 (stereo not drawn)	-5.6
COc1cc(C=Nc2ccc(C)cc2C)ccc1O	-5.9
